Source: PubChem
RAD54 branch – inhibitors of human RAD54 branch migration, primary screen, biochemical, fluorescence, single point | RAD54 Holliday junction branch migration, FAM/BHQ fluorescence | inhibition, % at 10.4 µM | 360,000 tested, 0.14% active | AID 602329, 2012;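 active means mean normalized replicate activity at least 40 and at least half of replicates scoring 40 or more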;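 further: 0% = median of neutral control wells and 100% = median of positive control wells; inhibitors cause a drop in the FAM fluorescence signal; in these data hits start at about 50%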
RAD52 inh – RAD52 DNA annealing inhibitors, primary screen, biochemical, FRET, single point, set 2; recombinant RAD52 DNA annealing, FRET fluorescence; inhibition, % at 18.7 µM; DNA repair protein RAD52 homolog (Homo sapiens), P43351; 360,000 tested, 0.46% active;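 active means every replicate showing at least 50% inhibition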
Target sequence (P43351 whole entry, looked up): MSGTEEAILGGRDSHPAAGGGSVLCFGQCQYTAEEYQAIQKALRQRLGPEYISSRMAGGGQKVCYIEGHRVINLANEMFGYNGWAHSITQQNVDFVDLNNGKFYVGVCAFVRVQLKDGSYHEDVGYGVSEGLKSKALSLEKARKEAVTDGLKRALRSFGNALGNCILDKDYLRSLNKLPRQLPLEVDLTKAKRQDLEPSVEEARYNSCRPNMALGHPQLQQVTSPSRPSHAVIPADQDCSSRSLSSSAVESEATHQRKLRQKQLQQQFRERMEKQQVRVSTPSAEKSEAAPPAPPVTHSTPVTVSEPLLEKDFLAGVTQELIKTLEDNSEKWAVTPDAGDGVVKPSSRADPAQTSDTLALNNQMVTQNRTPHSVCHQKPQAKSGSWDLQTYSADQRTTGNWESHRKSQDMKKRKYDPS
esBAF inh – Bmi1 luciferase reporter increase in mESCs, primary screen, esBAF inhibitor project, mouse ES cells, Bmi1 luciferase knock-in, single point; 24 h; 100% = twice the neutral-well signal; reporter increase, % at 12.5 µM; 350,000 tested, 2% active; AID 602393, 2012; in the data active means activation above about 40%;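 further: 0% = median of the plate's neutral control wells and 100% = double that signal; a rise in the Bmi1 reporter signal indicates esBAF inhibition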
ERAP1 HTS inh – human ERAP1 aminopeptidase inhibitors, primary screen, biochemical, single point, plate reader | Endoplasmic reticulum aminopeptidase 1 (Homo sapiens), Q9NZ08 | recombinant ERAP1, Leu-AMC fluorescence, 60 min | inhibition, % at 10.7 µM | 340,000 tested, 0.15% active | AID 652197, 2013;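 active means mean replicate inhibition of at least 30%, or all replicates individually reaching that 30% level; inactive means mean below 30% and not every replicate reaching it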;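 further: 0% = neutral control wells and 100% = L-leucinethiol positive control wells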
ARNT TACC3 PPI – disruptors of ARNT/TACC3 protein interaction, primary screen, biochemical, AlphaScreen, single concentration. Transforming acidic coiled-coil-containing protein 3 (Homo sapiens), Q9Y6A5. inhibition, % at 9.99 µM. AlphaScreen His-ARNT PAS-B/GST-TACC3 binding, luminescence; TACC3 fragment carries E629A point mutation. 390,000 tested, 0.66% active;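 active means mean inhibition of replicates at least 50% and at least half of replicates each reaching 50%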;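 further: 0% = complete ARNT plus TACC3 wells and 100% = ARNT alone without TACC3; many hits fall short of the cut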
CFTR F508del cor – F508del CFTR correction, initial screen, CFBE line, single point; CFBE cells, YFP halide quenching; stimulated with forskolin plus potentiator P3; % fluorescence drop versus neutral controls; activity (quench increase), % at 7.58 µM; 350,000 tested, 0.36% active; AID 720511, 2013;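 active means mean added fluorescence quench of at least 8% versus neutral control, with both replicates also reaching 8%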;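 further: cells transiently co-express mutant CFTR-F508del with the halide-sensitive YFP; corrector assay measuring rescue of mutant channel to the surface after 24 h compound exposure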
XiGFP reactiv – activators of inactive X chromosome reactivation, primary screen, imaging, XiGFP fibroblasts, GFP high-content imaging, set 2; XiGFP mouse fibroblasts, % GFP-positive cells imaging, 3 d; cells co-treated with 5-aza-dC sensitizer; scaled so ellipticine positive control = 100%; activation, % at 7.58 µM; 360,000 tested, 0.055% active;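 active means mean normalized replicate activation at least 10% and every replicate at or above 10%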;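 further: 0% = median of on-plate neutral control wells and 100% = ellipticine 6 µM median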
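Material: XiGFP fibroblasts, SV40-immortalized; Buffer or medium: DMEM containing 5-aza-dC; Compound dosing: single point; Times: 3 days compound exposure.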
INS-1E GSIS act – GLuc luminescence reporter in INS-1E cells, primary screen for activators of glucose-dependent secretion of insulin | 370,000 tested, 0.61% active | activation, % at 16.6 µM | INS-1E GLuc reporter insulin secretion, 2-3 h;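 active means lowest replicate activation of at least 40%, so every replicate reaches that level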;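 further: 0% = median of neutral control wells and 100% = median of IBMX positive control wells; some compounds called inactive have numbers as strong as hits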
Active calls of the source: *; . = not tested or not shown. No enrichment for hits. Share with any hit: about 3.3%.

SMILES	RAD54 branch	RAD52 inh	esBAF inh	ERAP1 HTS inh	ARNT TACC3 PPI	CFTR F508del cor	XiGFP reactiv	INS-1E GSIS act
COc1ccc(C2c3ccc4ccccc4c3Oc3ncn(CCN(C)C)c(=N)c32)cc1 (stereo not given)	4	57*	-87	-2	16	-0.9	0.0	15
CN(C(=O)Nc1cnc2ccccc2c1)c1ccccc1	-4	-7	46	.	-6	-0.9	.	15
CC(C)NC(=O)N(C)C[C@H]1Oc2ccc(NC(=O)Nc3ccc(F)cc3)cc2C(=O)N([C@@H](C)CO)C[C@@H]1C	-25	-1	3	2	-4	-0.9	-1.1	4
Cc1nc(C(=O)O)cc2c1[nH]c1ccccc12	-4	-39	1	-25	28	-1.4	.	-1
O=C(NCc1ccc(F)cc1)c1cc(C2CCCCN2S(=O)(=O)c2cccs2)on1 (stereo not given)	-2	-8	4	3	.	-5.6	0.1	-2
COc1ccc(S(=O)(=O)N2CCC(C(=O)NCc3ccncc3)CC2)cc1Cl	0	-8	-1	-1	0	0.0	0.1	5
CCC(Cc1ccccc1)NC(=O)C1=C(C)C(=O)OC12CCC(C)CC2 (stereo not given)	1	-10	6	1	.	1.2	-0.1	-2
Cc1nn(Cc2ccc(C(=O)NN)cc2)c(C)c1Cl	.	-9	-3	4	4	-1.0	0.1	-7
CCNc1nc(NCC)nc(OCCOC(=O)Nc2ccccc2)n1	-10	5	-7	-2	8	3.2	0.0	.
CC(C)NC(=O)Nc1cccc2c1O[C@@H](CN(C)C(=O)NC1CCCCC1)[C@@H](C)CN([C@@H](C)CO)C2=O	-1	-5	1	-2	0	1.3	-0.1	21
CCN1CCN(C(c2cccc(OC)c2OC)c2nnnn2Cc2ccco2)CC1 (stereo not given)	.	-12	-2	-2	-9	-2.1	0.0	8
COc1ccc(OCC(NS(=O)(=O)c2ccc(-n3cnnn3)cc2)C(C)C)cc1 (stereo not given)	6	-13	-2	-2	-7	1.2	0.0	-12
CCOc1ccc(S(=O)(=O)NCCC(=O)NCc2ccncc2)cc1	4	-5	-3	-1	0	0.0	0.4	11
C/C=C/c1ccc2c(c1)O[C@H](CN(C)C(=O)NC1CCCCC1)[C@@H](C)CN([C@@H](C)CO)S2(=O)=O	-2	2	13	1	2	4.9	-0.1	-12
O=C(O)CCCc1c(-[n+]2ccccc2)[nH]c2ccccc12	.	-6	.	2	-3	-1.1	0.0	8
CCC1CCCCN1Cc1ccc(OC)c(OC)c1 (stereo not given)	.	-9	.	2	-3	-3.0	.	2
CNC[C@H]1OCCCC[C@@H](C)Oc2ccc(NC(=O)Nc3cccc4ccccc34)cc2C(=O)N([C@H](C)CO)C[C@H]1C	-5	-30	1	1	14	-0.2	-0.9	-14
O=C(CSc1nncs1)NC(=O)NCc1ccccc1	-3	-1	-5	0	1	-2.5	.	15
CCN(C(=O)CSc1ccc2ccccc2n1)C1CCS(=O)(=O)C1 (stereo not given)	.	-26	.	-3	-14	-0.4	0.0	20
C[C@@H]1CN([C@H](C)CO)C(=O)c2cc(N(C)C)ccc2O[C@@H](C)CCCCO[C@@H]1CN(C)C(=O)Nc1ccc(C(F)(F)F)cc1	-9	33	1	4	.	0.6	0.1	-1
C[C@@H]1CCCCO[C@H](CN(C)C(=O)Nc2cccc3ccccc23)[C@H](C)CN([C@@H](C)CO)C(=O)c2cc(NC(=O)Nc3cccc4ccccc34)ccc2O1	-2	11	0	-3	3	-0.7	0.1	26
COc1ccc2c3c([nH]c2c1)[C@H]1C[C@H]2[C@H](C[C@@H](O)[C@H](OC)[C@H]2C(=O)O)CN1CC3	-17	14	-3	10	-3	-6.6	0.0	.
CCC(C)(C)NC(=O)C(c1ccc(F)cc1)N(Cc1cccs1)C(=O)c1cnccn1 (stereo not given)	-1	-4	-3	6	5	3.0	0.1	.
Cc1ccccc1C1NC(=O)c2ccccc2O1 (stereo not given)	-2	-10	0	.	-4	1.4	0.3	-4
COC(=O)c1nnn(-c2nonc2N)c1CN1CCCC1	12	-9	0	-3	-1	.	0.2	-4
O=C(O)c1ccc(N2CCN(C(c3ccccc3)c3ccccc3)CC2)c([N+](=O)[O-])c1	10	-18	-5	4	-17	3.7	0.1	1
CCN(CC)S(=O)(=O)c1ccc(O)c(C(=O)OCC(=O)N2c3ccccc3CC2C)c1 (stereo not given)	-4	6	-8	0	-12	0.6	0.1	-9
CC(C)(C)C(=O)NCCc1nc2ccccc2n1CC(=O)c1ccc(Cl)cc1	-5	-39	-7	1	-2	-4.5	0.0	-18
COC(=O)c1ccc(NC(=O)Nc2ccc([N+](=O)[O-])cc2)cc1	6	-20	3	-2	-4	0.8	0.1	-36
O=C(CN1CCN(C(=O)c2c(F)cccc2F)CC1)Nc1ccccc1C(F)(F)F	1	-17	-8	2	-13	-4.2	-0.1	-9

3 entries already listed, arranged by the value under ERAP1 HTS inh, high to low:
smiles	RAD52 inh	esBAF inh	ERAP1 HTS inh	ARNT TACC3 PPI	CFTR F508del cor	INS-1E GSIS act
COc1ccc(OCC(NS(=O)(=O)c2ccc(-n3cnnn3)cc2)C(C)C)cc1 (stereo not given)	-13	-2	-2	-7	1.2	-12
COC(=O)c1nnn(-c2nonc2N)c1CN1CCCC1	-9	0	-3	-1	.	-4
Cc1nc(C(=O)O)cc2c1[nH]c1ccccc12	-39	1	-25	28	-1.4	-1

The list goes on:
SMILES	RAD54 branch	RAD52 inh	esBAF inh	ERAP1 HTS inh	ARNT TACC3 PPI	CFTR F508del cor	XiGFP reactiv	INS-1E GSIS act
C=CCNC(=O)COC(=O)c1ccc(Cl)c(S(=O)(=O)N(Cc2ccccc2)c2ccccc2)c1	.	-2	-4	-3	3	.	0.0	-29
Cc1cccc(CSc2[nH]c(=O)ncc2C)c1	-4	0	1	-1	-7	1.8	0.0	-2
CC(C)C(=O)N1CCC2(CC1)Oc1ccc(F)cc1C(=O)C21CC(c2ccc(Cl)cc2)=NO1 (stereo not given)	8	-6	-11	-2	-1	1.3	0.1	-13
Cc1ccc(S(=O)(=O)Nc2ccc(NC(=O)c3ccc(F)cc3)cc2)cc1	.	1	.	4	-3	3.7	0.2	3
Cc1ccc(Nc2nc3ccccc3c(=O)[nH]2)cc1C	.	-15	.	4	-3	-3.5	0.1	-1
CC(C)Cn1c2c(c(O)c(C(=O)Nn3c(Cc4ccccc4)nc4ccccc4c3=O)c1=O)CCCC2	.	-17	.	-1	3	-2.5	0.1	-2
CCc1ccc(-c2cc(C)no2)cc1S(=O)(=O)N1CCN(c2ccc(OC)cc2)CC1	5	-8	2	-4	-1	3.2	0.0	-4
CCC(=O)N1CCCC1(C)C(=O)Nc1ccc(OC(F)F)cc1 (stereo not given)	-7	-5	-2	14	.	-0.4	0.1	-1
CC(=O)Nc1ccc(/C=C/c2ccc3cccc([N+](=O)[O-])c3n2)cc1	-2	-17	.	.	-1	1.7	-0.2	4
Fc1ccccc1N1CCN(Cc2cc(-c3ccccc3)on2)CC1	-1	-1	-7	2	-5	0.9	0.2	13
CCOC(=O)C1=C(O)CSC1=Nc1cccc2ccccc12	5	-18	.	2	27	1.2	0.0	1
c1ccc(-c2nc(NCC3CCCO3)c3oc4ccccc4c3n2)cc1 (stereo not given)	-1	.	1	.	2	.	.	-30
Cc1ccc(S(=O)(=O)N(C)C[C@@H]2Oc3ccc(NC(=O)C4CC4)cc3C(=O)N([C@H](C)CO)C[C@@H]2C)cc1	5	-1	4	0	-1	-1.3	-1.3	9
O=C(CO/N=C/c1ccc(Cl)cc1Cl)NNC(=O)c1cccc(Cl)c1	4	-14	1	-3	-3	-2.4	0.0	-2
CCOc1ccccc1/C=N/n1c(COc2ccccc2)n[nH]c1=S	4	-1	-1	1	-4	-2.6	-0.1	-26
CO[C@H]1CN(C)C(=O)c2cc(NC(=O)C3CC3)ccc2OC[C@@H](C)N(C(=O)Cc2ccccn2)C[C@@H]1C	0	2	-1	-4	-6	1.5	0.1	-1
CC(C)NC(=O)N(C)C[C@H]1Oc2c(NC(=O)c3nc4ccccc4s3)cccc2C(=O)N([C@H](C)CO)C[C@@H]1C	7	8	8	-1	-5	3.8	1.7	10
OCC1(Cc2ccccc2)CCCN(Cc2ccc(-c3ccco3)cc2)C1 (stereo not given)	-1	-150	-5	0	11	-0.6	0.0	10
COCc1cn(CC[C@@H]2CC[C@@H](NC(=O)c3ccccc3)[C@H](CO)O2)nn1	-4	-5	2	1	-10	1.1	0.2	8
Cc1ccc(NC(=O)Cn2cc([N+](=O)[O-])nc2C)cc1C	-7	-12	4	.	-8	0.5	0.4	-2
O=C(CCCn1nnnc1CN1CCOCC1)N1CCC(c2ccc(F)cc2)C1 (stereo not given)	4	-2	-2	2	-15	1.4	0.0	16
CC1=C/C(=N\N=C2\NC(=O)C(CC(=O)Nc3ccccc3)S2)CC(C)(C)C1 (stereo not given)	.	3	.	-5	3	1.5	0.1	-15
C[C@@H]1CN([C@H](C)CO)C(=O)Cc2cc(NS(=O)(=O)c3cccs3)ccc2O[C@@H]1CN(C)CC1CC1	5	9	-4	0	-3	0.5	0.1	7
CCc1ccccc1NC(=O)Nc1ccc(F)cc1F	.	-5	-14	0	3	.	0.2	8
Cc1cc(N2C(=O)C(O)=C(C(=O)c3ccco3)C2c2cccc(Oc3ccccc3)c2)no1 (stereo not given)	2	-12	7	0	4	-2.8	0.1	-10

Structures listed so far shown as hits in RAD52 inh:
SMILES	RAD52 inh	esBAF inh	ERAP1 HTS inh	ARNT TACC3 PPI	CFTR F508del cor	INS-1E GSIS act
COc1ccc(C2c3ccc4ccccc4c3Oc3ncn(CCN(C)C)c(=N)c32)cc1 (stereo not given)	57*	-87	-2	16	-0.9	15

One compound at a time, from the list above. Values in the order: RAD54 branch	RAD52 inh	esBAF inh	ERAP1 HTS inh	ARNT TACC3 PPI	CFTR F508del cor	XiGFP reactiv	INS-1E GSIS act
CC(C)NC(=O)N(C)C[C@H]1Oc2c(NC(=O)c3nc4ccccc4s3)cccc2C(=O)N([C@H](C)CO)C[C@@H]1C reads 7	8	8	-1	-5	3.8	1.7	10
CO[C@H]1CN(C)C(=O)c2cc(NC(=O)C3CC3)ccc2OC[C@@H](C)N(C(=O)Cc2ccccn2)C[C@@H]1C reads 0	2	-1	-4	-6	1.5	0.1	-1
